West Nile antiviral = inhibition of WNV-induced cytopathic effect – cell-based, CPE readout (AID 1621); actives 0.02% (n = 290,000); West Nile virus-infected cells, CPE inhibition; higher % means a stronger effect; CPE inhibition, % at 10 µM, or IC50 in µM where a hit was titrated; in the data active means a potency from the dose series; inconclusive means CPE inhibition mostly from about 3.7% at the one dose, without a potency; inactive means the rest, 99 in 100 with CPE inhibition below about 2.2%; further: strong numbers were not always called active
RSV antiviral HEp-2 = inhibition of RSV-induced cytopathic effect – HEp-2 cells, primary 10 µM value included (AID 2391); HEp-2 cells, RSV-induced CPE inhibition; higher % means a stronger effect; CPE inhibition, % at 10 µM, or IC50 in µM where a hit was titrated; actives 0.13% (n = 310,000); in the data active means a potency from the dose series; inconclusive means CPE inhibition mostly from about 23% at the one dose, without a potency; inactive means the rest, 99 in 100 with CPE inhibition below about 21%; further: strong numbers were not always called active
human PMI inhibition = MPI enzyme activity inhibition – biochemical, fluorescence intensity, coupled assay, primary screen (AID 1209); one-dose inhibition, % at 20 µM; IC50 in µM for titrated hits; actives 0.42% (n = 190,000); purified PMI enzyme, coupled fluorescence intensity; higher % means a stronger effect;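 further: plate controls were DMSO vehicle for no effect and wells lacking substrate for full effect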
UTI89 phage lysis = inhibition of K1F phage lysis, E. coli UTI89, bacterial capsule biogenesis inhibitors, alamar blue (AID 488966); E. coli UTI89 K1F phage lysis, alamar blue, 2 h; higher % means a stronger effect; inhibition, % at 100 µM, or IC50 in µM where a hit was titrated; actives 0.02% (n = 340,000);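 active means phage lysis inhibition, versus mean bacterial control, above a set limit; inconclusive means no clear call, values can overlap the other calls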;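 further: capsule biogenesis inhibitors block K1F phage lysis so surviving cells raise fluorescence; higher fluorescence means more inhibition of phage lysis; actives were called in the ten point dose series up to 300 µM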
PMI inhibition = human PMI inhibitors, high substrate, primary screen, biochemical, fluorescence intensity, high mannose 6-phosphate (AID 1220). recombinant PMI enzyme, coupled fluorescence intensity; higher % means a stronger effect. one-dose inhibition, % at 20 µM; IC50 in µM for titrated hits. actives 0.66% (n = 190,000)
T cell modulator = T cell immune modulators affecting CD8 T cell-vesicle binding. 2C CD8+ T cell-vesicle binding, flow cytometry; stronger effect = lower value. calls only at 7 µM. actives 0.068% (n = 330,000);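 active means response, share of CD8 T cells binding vesicles, and their 90th percentile fluorescence all below set limits, cut at about 80% in these data, passing the limit was not always enough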
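System: murine 2C transgenic CD8+ T lymphocytes; also added: QL9-loaded Drosophila micro-vesicles; times: binding 1.5 h at 37 °C; measured by: flow cytometry, PE anti-B7-1 (FL2) versus Alexa647 anti-CD8 (FL8), PFA-fixed; control set: Peptide-free naked vesicles (low) and QL9 vesicles with 0.7% DMSO vehicle (high)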
P. falciparum M1AAP = P. falciparum M1AAP inhibitors, biochemical, fluorogenic H-Leu-NHMec substrate, 1536-well (AID 1445) | recombinant M1AAP, H-Leu-NHMec fluorogenic kinetic assay; higher % means a stronger effect | inhibition, % at 30 µM; hits with a dose series show IC50 in µM | actives 0.42% (n = 220,000);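 active means primary inhibition above the hit cutoff, then over 50% inhibition at one or more dose response concentrations, cut at about 23% in these data, passing the limit was not always enough; inconclusive means conflicting primary data, or primary hits not chosen for dose response; inactive means low primary inhibition, or under 50% at every dose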;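 further: plate controls were DMSO full reaction for no effect and no enzyme background for full effect; strong numbers were not always called active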
M17LAP inhibition = P. falciparum M17LAP inhibitors, primary screen, biochemical, fluorogenic H-Leu-NHMec substrate, 1536-well (AID 1619) | recombinant M17LAP, H-Leu-NHMec fluorogenic kinetic assay; higher % means a stronger effect | inhibition, % at 30 µM; hits with a dose series show IC50 in µM | actives 0.38% (n = 220,000);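 active means compound inhibiting the enzyme by more than half at any dose during confirmatory dose-response retesting; inconclusive means strong single-dose inhibitors picked by rank but not retested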;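 further: plate controls were full reaction with DMSO carrier for no effect and no enzyme background for full effect; strong numbers were not always called active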
TNAP activators = human TNAP enzyme activators, primary screen, biochemical, luminescent, no phosphate acceptor, uHTS (AID 1001); activation fold at 20 µM, or EC50 in µM where a hit was titrated; actives 0.03% (n = 200,000); purified TNAP, luminescent activation assay, no phosphate acceptor; higher activation fold means a stronger effect; in the data active means activation fold from about 3, or a potency from the dose series; inactive means the rest, 99 in 100 with activation fold below about 1.6; further: many of its hits are not listed in these tables
T cell modulator vesicle-bound % = second read-out of T cell modulator, no call of its own (marks repeat the call); double positive events, %; measured here: CD8+ vesicle-bound cell fraction;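 binding gate set so that unloaded-vesicle control wells show 10% double positive cells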
Starred values were filed as active, the others as inactive; i = inactive; ? = inconclusive; . = not tested or not shown; [ ] = dose if it differs, or a comment. Unless noted, no stated cut-off is given here; in the data, active means inhibition above about 50%; inactive means the rest.

SMILES	West Nile antiviral	RSV antiviral HEp-2	human PMI inhibition	UTI89 phage lysis	PMI inhibition	T cell modulator	T cell modulator vesicle-bound %	P. falciparum M1AAP	M17LAP inhibition	TNAP activators
CCNS(=O)(=O)c1ccc(CCC(=O)N2CCOCC2)cc1	-0.7%	2.0%	.	-0.1%	.	i	10	.	.	.
CCN(c1ccccc1)S(=O)(=O)c1ccc(C(=O)Oc2ccc(C(C)=O)cc2)cc1	-0.4%	1.7%	16%	0.8%[50 µM]	16%	i	37	-3%	-12%	1.1
O=C(O)CC1Oc2ccc(Cl)cc2NC1=O (stereo not drawn)	-0.1%	0.1%	7%	4.3%	10%	i	26	2%	8%	1.1
Cc1cccc(-c2nnc(-c3cccc(NC(=O)Cc4cccs4)c3)o2)c1	-0.3%	?	14%	-2.2%	10%	i	16	12%	7%	1.1
CCc1ccccc1NC(=O)COc1cccc2ccc(C)nc12	0.0%	1.2%	-13%	1.3%[50 µM]	-3%	i	44	0%	8%	1
CC(=O)NC(CC(=O)N(C)Cc1cccc(Cl)c1Cl)c1ccccc1 (stereo not drawn)	-0.7%	0.4%	-15%	-0.7%	-3%	i	36	-1%	-3%	1.1
Cc1ccc(Nc2cc(=O)[nH]c(=O)[nH]2)cc1Cl	0.0%	0.9%	4%	-0.3%	23%	i	21	5%	5%	1.2
CCOC(=O)N1CCN(C(=O)C(C)n2nc(C)n3c(cc4sccc43)c2=O)CC1 (stereo not drawn)	-0.3%	1.4%	0%	0.0%	-1%	i	10	2%	5%	1.1
CCOc1cc(C(=O)NCCOC)ccc1OC	0.5%	1.8%	10%	5.8%	11%	i	51	7%	-1%	1.1
CCOC(=O)C(NC(C)=O)(Nc1ccc(F)cc1)C(F)(F)F (stereo not drawn)	0.1%	1.0%	-1%	0.0%	14%	i	48	9%	0%	1.1
CCCC(C)c1nnc(NC(=O)C2CC(=O)N(c3ccc(OCC)cc3)C2)s1 (stereo not drawn)	-0.9%	1.2%	.	-0.3%	.	i	23	.	.	.
CN(C)S(=O)(=O)c1cccc(NC(=S)Nc2ccc(Cl)cc2Cl)c1	0.2%	4.6%	3%	0.2%	-6%	i	50	1%	2%	0.8
CCC(C)(C)n1nnnc1CN1CCc2ccccc21	-0.1%	2.6%	13%	2.4%	3%	i	46	4%	-2%	1.1
COc1ccccc1/C=C/C(=O)NC(=S)Nc1ccc(S(=O)(=O)N(C)c2ccccc2)cc1	0.5%	13%	4%	5.8%	0%	i	29	8%	9%	1
COc1ccc(CNC(=O)[C@@H](NC(=O)C2CCN(S(=O)(=O)c3ccc(C)cc3)CC2)C(C)C)cc1OC	0.0%	-0.9%	.	0.1%	.	i	27	.	.	.
CCOc1cccc(CNc2nnnn2C)c1	-0.1%	-0.2%	.	0.1%	.	i	65	.	.	.
COc1ccc(O)c(/C=N/Nc2nc3ccccc3[nH]2)c1	0.6%	0.8%	-2%	-0.7%	9%	i	43	3%	5%	1
Nc1nc(CN2CCOCC2)cs1	0.1%	1.1%	12%	5.4%	13%	i	29	3%	-5%	1.1
NC(=O)C1CCN(CC(=O)Nc2ccccc2Sc2ccc(Cl)cc2)CC1	-0.9%	3.7%	17%	0.8%[50 µM]	12%	i	49	0%	7%	1.1
CCN(CC)CCOC(=O)c1ccc(NC(=O)COc2cc(=O)n(CC)c3ccccc23)cc1	-0.3%	0.3%	16%	0.2%	16%	i	28	-1%	5%	1
CC(CCc1ccccc1)NCC(O)c1ccc(O)c(C(N)=O)c1 (stereo not drawn)	0.1%	-1.9%	-4%	-0.8%	-2%	i	28	-1%	-49%	1.1
CCCCSCCCNC(=S)Nc1ccccc1C	-1.7%	-1.5%	-8%	0.2%	-12%	i	28	-2%	-2%	1
CCc1c(C)c(C#N)c2nc3ccccc3n2c1N(C)C	-0.3%	1.6%	-6%	0.6%	-7%	i	48	6%	1%	1.1
CCOC(=O)c1c(NC(=O)CN2C(=O)NC3(CCCCC3C)C2=O)sc(C)c1C (stereo not drawn)	-1.5%	6.3%	0%	-0.2%[50 µM]	1%	i	26	0%	9%	1.1
COc1cc2c(cc1OC)CN(CC(=O)NC(=O)NCc1ccccc1)CC2	-0.1%	0.6%	-12%	0.1%	-4%	i	25	6%	0%	1
CCC(C(=O)NCc1ccco1)N(C(=O)CNS(=O)(=O)c1ccc(C)cc1)c1ccccc1OC (stereo not drawn)	-0.2%	.	-6%	-0.2%	-3%	.	.	7%	-16%	1.1
COc1cccc(C2=CC(c3cccc(OC)c3OC)n3nnnc3N2)c1 (stereo not drawn)	-0.1%	5.2%	-10%	0.1%	-35%	i	46	3%	-17%	1.1
O=C(O)c1ccccc1S(=O)(=O)NCC(O)COC1CCCCC1 (stereo not drawn)	0.1%	1.0%	-8%	0.1%	-6%	i	26	9%	2%	1.1
O=C(NCc1ccccc1Cl)C1(S(=O)(=O)c2ccc(Cl)cc2)CC1	-0.8%	1.6%	.	0.1%	.	i	19	.	.	.
CCCCn1c(Nc2ccc(OC)cc2)nc2ccccc21	-1.4%	0.5%	.	0.1%	.	i	49	.	.	.
Cc1cc(S(=O)(=O)N2CCCOC2CNC(=O)C(=O)NCCCN2CCOCC2)ccc1F (stereo not drawn)	0.2%	0.6%	.	1.5%[50 µM]	.	i	6	.	.	.
CC(=O)Nc1ccccc1C(=O)C(=O)Nc1cccc(C(=O)NCc2ccccc2)c1	-0.8%	3.0%	9%	2.8%	0%	i	53	2%	-16%	1.1
COC(=O)N(C)CCCC1(C)C(=O)N(C)c2ccc(O)cc21 (stereo not drawn)	-0.4%	5.0%	15%	-0.5%	12%	i	47	-1%	-4%	1
CC(=O)N1CCc2cc(S(=O)(=O)NCCC(=O)Nc3cc(C)cc(C)c3)ccc21	0.4%	1.9%	8%	3.7%	8%	i	57	10%	10%	1.1
CCN(Cc1ccncc1)Cc1cn(C)nc1-c1ccc(Oc2ccccc2)cc1	-0.4%	-0.2%	19%	0.1%	13%	i	18	3%	-12%	1.1
COc1ccc(N2C(=O)c3ccc(C(=O)Nc4ccccc4O)cc3C2=O)cc1	0.8%	0.4%	.	0.1%	.	i	55	.	.	.
O=C(C1CCCCCC1)N1CC[C@@H](N2CCC(O)CC2)[C@H](O)C1	-0.2%	0.9%	.	0.1%	.	i	58	.	.	.
CCOC(=O)N1CCN(CCC(=O)c2ccc(Br)cc2)CC1	-0.1%	0.2%	.	-0.3%[50 µM]	.	i	18	.	.	.
COCCCn1c(SCC(=O)N2CCCCC2C)nnc1-c1ccco1 (stereo not drawn)	-0.5%	-0.1%	-14%	1.7%	-4%	i	11	0%	20%	1
Cc1cccc(C)c1OCc1nnc(SCC(=O)Nc2ccccc2F)o1	0.0%	0.1%	21%	3.3%	24%	i	20	-1%	8%	1.2
O=C(NC1CCCCC1)N1CCN(c2ccccc2)CC1	-0.6%	2.0%	-6%	1.0%	2%	i	44	4%	-3%	1.1
O=C(NN=C1CCCC1)c1cccs1	0.4%	-0.1%	10%	0.1%	-9%	i	46	-11%	1%	1.1
CC(C)(C)n1nc2c(c1NC(=O)c1ccccc1S(=O)(=O)C(F)F)CS(=O)(=O)C2	0.3%	1.3%	.	0.0%	.	i	8	.	.	.
O=[N+]([O-])c1nn(-c2ccc3c(c2)OCCO3)n(O)c1=Nc1ccccc1	-0.7%	2.5%	11%	-1.5%[50 µM]	14%	i	7	4%	-11%	1
Cn1c(SCC(=O)NCCN2C(=O)CSC2=O)nnc1-c1ccccc1	1.8%	1.1%	-7%	1.2%[50 µM]	-5%	i	49	2%	-14%	1.1
Cc1nc(SCC(=O)c2cc3ccccc3oc2=O)c(C#N)c(-c2ccccc2)c1C(=O)Nc1ccccc1	1.4%	-1.6%	11%	-0.8%	6%	i	26	1%	-14%	1.2
CSc1nc(O)c(Cc2ccccc2)c(=O)[nH]1	0.3%	1.6%	0%	2.5%	-3%	i	34	-3%	-6%	1
Cc1ccc(S(=O)(=O)N2CCN(C(=O)c3sccc3-c3ccccc3)CC2)cc1	-1.4%	3.4%	.	-0.2%[50 µM]	.	i	12	.	.	.

Sorted by value in T cell modulator vesicle-bound % (rising): three of the compounds above.
| Structure | T cell modulator vesicle-bound % |
| --- | --- |
| COCCCn1c(SCC(=O)N2CCCCC2C)nnc1-c1ccco1 (stereo not drawn) | 11 |
| Cc1cccc(C)c1OCc1nnc(SCC(=O)Nc2ccccc2F)o1 | 20 |
| Cn1c(SCC(=O)NCCN2C(=O)CSC2=O)nnc1-c1ccccc1 | 49 |

(list continues)
SMILES	West Nile antiviral	RSV antiviral HEp-2	human PMI inhibition	UTI89 phage lysis	PMI inhibition	T cell modulator	T cell modulator vesicle-bound %	P. falciparum M1AAP	M17LAP inhibition	TNAP activators
CCOc1ccc(N(C)S(=O)(=O)c2ccc3[nH]cc(C(=O)NCCCOC)c(=O)c3c2)cc1	2.5%	-2.6%	.	0.3%	.	i	18	.	.	.
COc1ccc(CNC(=O)Cn2nc([N+](=O)[O-])c(Br)c2C)cc1	-0.9%	1.1%	.	0.3%	.	i	45	.	.	.
COc1ccc(-c2csc3ncnc(NCCN4CCOCC4)c23)cc1	0.2%	-0.1%	3%	0.5%	4%	i	47	0%	-4%	1.1
Cc1ccccc1C(=O)NC1CC2CCCC(C1)N2C(=O)Nc1ccccc1 (stereo not drawn)	-0.2%	0.3%	.	0.4%	.	i	24	.	.	.
CCCC1=NN(C(=O)CCc2ccccc2O)C(O)(C(F)(F)F)C1 (stereo not drawn)	-0.8%	1.2%	14%	4.5%	4%	i	36	4%	0%	1
CCOC(=O)c1ccccc1NC1c2ccccc2C(=O)N1c1ccc(C)cn1 (stereo not drawn)	0.5%	-0.1%	14%	1.3%	9%	i	35	1%	6%	1
O=C(O)c1cccc(NC(=S)N/N=C/c2ccccn2)c1	0.6%	2.4%	-12%	-0.1%	-6%	i	16	-14%	26%	1.7
CCc1ccc(CN(C)C(=O)c2ccc3c(=O)n4c(nc3c2)CCC4)cc1	-0.5%	3.1%	.	-0.1%	.	i	52	.	.	.
COc1ccc(-n2nnnc2SCC(=O)NCCc2ccccc2)cc1OC	-0.3%	-1.0%	3%	-0.4%	5%	i	15	7%	-5%	1.1
